# All columns: NCI-60 one-dose screen, growth in % after 48 h at 10 µM unless noted; 100 = growth as untreated, 0 = no growth, -100 = all killed.
# NCI/ADR-RES – NCI/ADR-RES ovarian cells | actives 4.4% (n = 81,000)
# COLO 205 – COLO 205 colon cancer. actives 7.3% (n = 79,000)
# NCI-H460 – NCI-H460 lung cancer; actives 6.8% (n = 82,000); AID 1794736
# HCT-15 – HCT-15 colon cancer | AID 1794746 | actives 5.2% (n = 82,000)
# NCI-H522 – NCI-H522 lung cancer | actives 8% (n = 78,000) | AID 1794739
# NCI-H226 – NCI-H226 lung cancer. actives 3.5% (n = 79,000)
# NCI-H23 – NCI-H23 lung cancer. actives 4% (n = 80,000)
# HCT-116 – HCT-116 colon cancer; actives 7.3% (n = 82,000); AID 1794798
# NCI-H322M – NCI-H322M lung cancer; actives 2.7% (n = 80,000)
# * hit, by the source's call; · = not tested or not shown. How the source made its calls: active means growth percent below 10; inactive means the rest.
SMILES,NCI/ADR-RES,COLO 205,NCI-H460,HCT-15,NCI-H522,NCI-H226,NCI-H23,HCT-116,NCI-H322M
COc1ccc(OC)c(/C=N/N=C/c2cc(OC)ccc2OC)c1,100.2,100.7,107.4,110.8,93.8,103.0,104.4,104.0,99.4
CC(C)C(=O)OCc1ccccc1,102.1,106.8,116.3,99.7,86.8,103.1,103.3,90.1,99.9
O=C1[C@H]2Cc3c([nH]c4ccccc34)[C@H](c3ccc(Br)cc3)N2C(=O)CN1C1CCN(Cc2c(F)cccc2F)CC1,92.6,92.7,85.4,64.7,87.1,82.8,92.5,77.3,98.8
O=c1[nH]c(=S)[nH]cc1Oc1ccc(Br)cc1,95.1,116.7,103.6,91.2,84.5,94.4,90.6,89.1,89.2
CSC1=NCCCC1,117.8,113.4,108.2,100.6,102.4,97.3,112.1,108.6,112.5
CCOC(=O)c1ccc2c(c1)nc(/C=C/c1ccc(Cl)cc1)n2-c1cc(C(C)(C)C)[nH]n1,68.0,62.5,59.0,35.6,52.2,44.5,77.6,52.0,48.7
C[C@]12CC[C@@H]3c4ccc(O)cc4CC[C@H]3[C@@H]1C[C@H](O)C2,70.9,127.6,74.3,44.4,54.6,104.3,100.3,49.1,89.5
O=[N+]([O-])c1ccc(CC(Cl)c2ccccn2)cc1 (stereo not given),96.5,111.4,104.4,105.4,104.5,106.9,97.2,94.9,97.1
C=CCn1c(SCC(=O)Nc2ccc(/C(C)=N\O)cc2)nnc1-c1ccc(OC)c(OC)c1,98.2,113.4,99.4,102.9,78.5,89.0,90.4,111.3,83.2
COP(=O)(OC)/C(=N\NS(=O)(=O)c1ccc(C)cc1)c1ccccc1,95.8,109.2,101.2,111.5,125.7,89.2,91.5,103.5,102.3
O=S(=O)(NCCNc1cc(-c2cn(-c3ccccc3)nc2-c2cccc(O)c2)ccn1)c1cccc(F)c1,33.1,-4.7*,33.1,5.7*,26.7,55.3,45.8,23.2,56.2
Clc1ccccc1/C=N/N=C/c1ccccc1Cl,96.3,103.0,101.6,89.3,120.7,102.8,89.1,93.5,106.5
CCOC(=O)c1nn(C2CCCCO2)c2ccc(NC(=O)Cn3nnc4ccccc43)cc12 (stereo not given),103.6,120.2,100.1,95.9,102.4,108.9,102.2,88.6,96.9
COc1ccc2c(c1)c(-c1nn3c(=O)cc(-c4ccccc4)nc3s1)cn2C,27.8,27.2,21.7,34.7,-34.0*,21.1,63.0,22.7,65.2
COC(=O)Cc1cc(O)cc2oc(-c3cc(OC)cc(OC)c3)cc(=O)c12,89.7,134.9,113.5,102.4,100.5,95.3,95.7,99.7,96.9

# By substructure, the entries above with a carbonyl joined to an NH by a bond outside any ring (2)
SMILES,NCI/ADR-RES,COLO 205,NCI-H460,HCT-15,NCI-H522,NCI-H226,NCI-H23,HCT-116,NCI-H322M
C=CCn1c(SCC(=O)Nc2ccc(/C(C)=N\O)cc2)nnc1-c1ccc(OC)c(OC)c1,98.2,113.4,99.4,102.9,78.5,89.0,90.4,111.3,83.2
CCOC(=O)c1nn(C2CCCCO2)c2ccc(NC(=O)Cn3nnc4ccccc43)cc12 (stereo not given),103.6,120.2,100.1,95.9,102.4,108.9,102.2,88.6,96.9

# Continued:
SMILES,NCI/ADR-RES,COLO 205,NCI-H460,HCT-15,NCI-H522,NCI-H226,NCI-H23,HCT-116,NCI-H322M
CC1(C)C2CC1C1(/C=N\Nc3ccccc3)C(C2)C(C#N)(C#N)C1(C#N)C#N (stereo not given),87.8,114.7,99.0,87.3,77.8,86.8,85.1,83.9,80.4
Cc1ccc2nc(-c3c(C)nn(-c4ccccc4)c3N3CCCC3)[nH]c2c1,104.9,113.1,96.9,123.9,96.6,111.7,100.7,93.4,101.3
NC(N)=NC(N)=NCc1ccco1,112.3,123.4,111.9,101.0,104.3,116.3,99.4,112.0,99.5
CN(C)c1ccc(C#Cc2c(F)cccc2Cl)cc1,85.3,·,98.9,78.4,65.1,90.4,70.6,84.8,86.7
COc1ccc2c(c1)C(C)Cc1c(ncnc1-n1c(C)nc3ccccc31)N2C (stereo not given),5.7*,-11.3*,7.8*,22.8,20.9,63.7,30.2,36.3,39.5
CC(C)(C)c1ccc(OC(=O)c2ccccc2)cc1,110.4,129.3,107.5,102.9,111.2,122.0,104.7,108.2,95.7
COc1ccc(/C(C)=N/Nc2ccc([N+](=O)[O-])cc2[N+](=O)[O-])cc1,98.0,110.7,103.1,108.1,85.9,104.7,102.4,109.7,86.8
Cc1ccc(NCCCN2CCN(CCCNc3ccc(C)c4sc5ccccc5c(=O)c34)CC2)c2c(=O)c3ccccc3sc12,105.2,96.9,104.1,106.0,107.0,109.3,109.6,95.9,97.2
Cn1cc(-c2nc(-c3ccc4ccccc4c3)cs2)c2cc(F)ccc21,96.5,106.4,99.1,74.9,53.7,84.3,89.8,83.1,76.9
NC(=O)NC(=O)/C=C\C(=O)OCCc1ccccc1,96.1,96.4,108.2,95.9,92.6,85.0,94.6,71.6,105.6
CCOc1ccc(C(C)=O)cc1NC(=O)c1cccc(-c2nnn(CC)n2)c1,25.2,-3.7*,12.1,46.8,-38.3*,59.0,42.6,19.3,49.1
O=C(Nc1ccccc1Cl)c1ccc(Cl)cc1,98.1,107.1,97.0,103.0,86.6,98.4,97.4,96.0,87.7
CN(C)CCCNC(=S)Nc1ccc(/C=C/c2ccc(Cl)cc2)cc1,-43.6*,-58.0*,-35.8*,-93.8*,-51.9*,-20.2*,-89.2*,-11.1*,-95.0*
CS(=O)(=O)c1nnc(-c2ccccc2)s1,103.7,77.3,110.8,71.4,11.6,112.6,99.4,45.1,111.4
Cc1ccc(-c2ccnc3c(N=Nc4ccc(S(N)(=O)=O)cc4)c(N)nn23)cc1,98.4,114.1,103.1,101.8,89.9,88.9,93.8,90.8,105.4

# Entries of single compounds, looked up by structure. Screens in order: NCI/ADR-RES, COLO 205, NCI-H460, HCT-15, NCI-H522, NCI-H226, NCI-H23, HCT-116, NCI-H322M
# Results for CCOc1ccc(C(C)=O)cc1NC(=O)c1cccc(-c2nnn(CC)n2)c1 = 25.2, -3.7*, 12.1, 46.8, -38.3*, 59.0, 42.6, 19.3, 49.1
# Results for Cc1ccc2nc(-c3c(C)nn(-c4ccccc4)c3N3CCCC3)[nH]c2c1 = 104.9, 113.1, 96.9, 123.9, 96.6, 111.7, 100.7, 93.4, 101.3
# Results for CC1(C)C2CC1C1(/C=N\Nc3ccccc3)C(C2)C(C#N)(C#N)C1(C#N)C#N (stereo not given) = 87.8, 114.7, 99.0, 87.3, 77.8, 86.8, 85.1, 83.9, 80.4
# Results for Cc1ccc(NCCCN2CCN(CCCNc3ccc(C)c4sc5ccccc5c(=O)c34)CC2)c2c(=O)c3ccccc3sc12 = 105.2, 96.9, 104.1, 106.0, 107.0, 109.3, 109.6, 95.9, 97.2
# Results for CC(C)(C)c1ccc(OC(=O)c2ccccc2)cc1 = 110.4, 129.3, 107.5, 102.9, 111.2, 122.0, 104.7, 108.2, 95.7

# New compounds follow
SMILES,NCI/ADR-RES,COLO 205,NCI-H460,HCT-15,NCI-H522,NCI-H226,NCI-H23,HCT-116,NCI-H322M
COc1ccc2oc(=O)cc(C3NNC(=S)N3)c2c1 (stereo not given),103.5,107.6,104.3,101.9,93.2,96.6,99.6,101.5,99.3
Cc1[nH]c2ncnc(Nc3ccc(NC(=O)Nc4ccc(Cl)c(C(F)(F)F)c4)c(F)c3)c2c1C,96.7,76.0,79.9,75.6,78.8,90.6,83.3,27.5,94.9
O=C(NCCc1ccccn1)C(O)C(Cc1ccccc1)N(Cc1ccccc1)Cc1ccccc1 (stereo not given),73.6,86.4,72.3,61.8,60.4,86.9,85.2,50.1,89.0
CC(C)N=C1CCCC1C(=S)SSC(=S)C1CCCC1=NC(C)C (stereo not given),·,88.8,47.5,54.6,8.1*,90.6,75.5,51.4,86.7
CC(=O)Oc1cccc([N+](=O)[O-])c1,105.9,101.4,110.2,99.8,72.5,112.6,97.0,87.7,90.0
Clc1ccc(Sc2cnc(-c3ccccc3)o2)cc1,108.4,110.0,110.5,102.7,99.2,105.6,95.5,103.8,91.9
CCOC(=O)C1c2cccc(O)c2CCN1C(C)=O (stereo not given),104.8,98.4,108.6,99.4,88.8,89.5,94.5,98.3,·
COc1cc(C(=O)NC(=S)Nc2ccc3ccccc3c2)cc(OC)c1OC,51.5,84.2,107.2,87.4,-23.4*,88.9,82.5,103.6,101.1
CC(C)(C)c1cc(-c2cc(-c3ccccc3)[nH]c(=O)c2C#N)cc(C(C)(C)C)c1,25.9,91.5,14.9,56.6,41.8,3.4*,40.4,-35.0*,23.6
Cc1nn(-c2ccccc2)c(N(C)Cc2ccccc2)c1C1CC(c2ccc(Cl)cc2)=NN1c1cc(Cl)cc(Cl)c1 (stereo not given),104.3,94.2,98.7,101.9,·,84.2,97.7,86.9,98.9
CCC(C)C(NC(=O)OCc1ccccc1)C(=O)NC(C(=O)O)C(C)C (stereo not given),113.3,105.8,105.5,102.4,105.8,105.9,105.2,97.9,101.1
C=C(C)C1CCC(C)=CC1c1c(OC(=O)CCCCC2CCSS2)cc(CCCCC)cc1OC(=O)CCCCC1CCSS1 (stereo not given),104.9,111.8,105.0,99.5,91.6,98.9,99.0,94.4,100.7
Nc1nc(CN2CCc3ccccc32)nc2ccccc12,99.7,100.6,116.4,108.3,92.5,100.8,97.4,83.9,75.9
COc1cccc(CC(C)=C(c2ccc(OCCCN(C)C)cc2)c2ccc(OCCCN(C)C)cc2)c1,-70.0*,-74.1*,-90.2*,-78.4*,-77.3*,-18.9*,-66.9*,-75.6*,-95.0*
CNC(=O)c1cc(-n2ccc3cc(NC(=S)Nc4cccc(C(F)(F)F)c4)ccc32)ccn1,97.9,81.3,89.5,67.0,83.5,84.2,90.0,85.8,104.4
Nc1ccc(Nc2ccc([N+](=O)[O-])cc2S(=O)(=O)O)cc1,102.0,101.4,102.9,115.3,71.1,114.8,104.0,103.8,119.8
CCCCn1c(=O)c(/C=C/c2cc(/C=C/c3cc4cc(C)ccc4n(CCCC)c3=O)n(-c3ccccc3)n2)cc2cc(C)ccc21,102.5,115.8,104.9,109.3,79.9,97.8,88.6,82.9,98.2
Cc1ccccc1N1CCN(C(=S)Cc2ccccc2)CC1,96.7,117.5,101.9,98.2,71.4,95.1,99.8,98.0,88.4
O=c1[nH]c(=O)c2[nH]c(Cl)nc2[nH]1,100.9,121.0,·,100.6,97.1,105.7,93.1,110.2,97.3
COc1ccc(C2=NN3C(C2)c2ccccc2OC32CCN(C)CC2)cc1 (stereo not given),97.3,114.7,101.2,92.0,88.8,89.7,93.0,95.0,99.1
CN(Cc1ccccc1)c1ncnc2[nH]ncc12,103.2,109.3,106.8,116.7,106.8,101.6,107.4,103.4,114.2
CSC(=O)N1CCN(C)CC1,106.2,107.8,111.8,102.9,84.9,119.7,99.8,105.0,97.5
Cc1ccc(NC(=O)N2CCN(C)CC2)cc1,101.7,109.2,108.9,102.2,92.9,97.7,99.1,94.6,94.7
CCOCCN(Cc1ccc(CN(CCOCC)C(=O)C(Cl)Cl)cc1)C(=O)C(Cl)Cl,95.5,116.1,99.7,97.2,71.1,102.2,85.7,85.1,99.0
CCC(CC)C(=O)O,111.4,107.7,120.2,97.4,99.2,·,106.3,102.8,105.0
OCc1cn(C(c2ccccc2)(c2ccccc2)c2ccccc2)cn1,96.1,110.0,96.2,98.7,78.0,95.9,101.6,98.7,102.3
O=S(=O)(c1ccc(Cl)cc1)c1cnc(-c2ccccc2)o1,109.1,109.4,107.2,98.9,93.1,110.5,99.2,100.9,95.6
CCN(CC)CC(=O)Nc1c(C)cc(C(=O)NN)cc1C,98.5,95.4,104.6,103.5,105.4,99.7,94.8,102.0,89.1
COC(=O)C1(C)COP(=O)(Nc2ccc(OC)cc2)OC1 (stereo not given),99.5,108.7,109.1,108.1,111.5,·,102.0,95.3,90.3
COc1nc2ccc(C)cc2cc1/C=[N+](\[O-])c1ccccc1,81.1,96.0,98.9,77.2,84.6,73.6,93.8,15.1,85.1
COc1ccc(CSc2n[nH]c(=O)[nH]c2=O)cc1,105.5,109.3,108.6,108.2,103.2,97.7,98.5,102.3,108.5
COc1cc(C2CC(c3ccccc3)=NN2)ccc1Oc1ccnc2cc(Cl)ccc12 (stereo not given),77.4,107.7,72.9,81.3,78.1,72.1,61.6,68.7,112.1
N#CCCN1C(=O)C2C3C=CC(C3)C2C1=O (stereo not given),109.2,110.9,113.4,106.7,106.7,·,101.6,103.5,118.6
C#CCNC(=O)[C@H](CC)[C@H]1CC[C@H](C)[C@H]([C@@H](C)[C@H](O)[C@H](C)C(=O)[C@H](CC)C2O[C@]3(C=CC(=O)[C@]4(CC[C@@](C)([C@H]5CC[C@](O)(CC)[C@H](C)O5)O4)O3)[C@H](C)C[C@@H]2C)O1 (stereo not given in full),14.7,10.8,35.5,28.8,32.3,57.7,42.4,25.9,53.8
CCSC(=O)c1ccc(S(=O)(=O)CC)cc1,94.1,98.9,98.0,101.3,100.1,96.2,97.3,97.5,94.2
Oc1c(Cl)cc(Cl)cc1-c1cc(-c2ccccc2Cl)[nH]n1,96.0,104.3,72.0,75.6,90.6,79.2,92.8,82.3,89.5
N#C/C(=C\c1cn[nH]c1-c1ccccc1)C(=O)Nc1sc2c(c1C#N)CCCC2,98.6,122.2,107.3,96.4,98.6,95.0,102.5,103.3,99.4
CC[C@@H](C)[C@H](NC[C@H](O)CN1C(=O)/C(=C\c2cc(OC)c(OC)c(OC)c2)c2ccccc21)C(=O)OC,86.1,100.2,96.7,82.9,84.2,89.5,92.0,87.0,104.6

# Screening results deposited in PubChem by NCI.
